bIAP inh: intestinal alkaline phosphatase (bovine) inhibition. purified bovine IAP, CDP-star luminescence, 30 min. inhibition, % at 20 µM. 190,000 tested, under 10 active;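 active = over 50% inhibition of intestinal alkaline phosphatase at 20 µM in the single-dose screen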
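Incubation: 30 min reaction at room temperature / Material: purified bovine intestinal alkaline phosphatase (IAP) enzyme / Input: enzyme at 1/65,000,000 dilution / Dosing: 20 µM single dose / Signal: CDP-star luminescence signal / Reagent: CDP-star chemiluminescent phosphatase substrate, 30 µM final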
STAT3 blocker: reduces IL-6 driven STAT3 reporter signal. U3A cells, IL-6 STAT3-luciferase reporter, luminescence; host cell line lacks STAT1. inhibition, % at 5.5 µM. actives 0.89% (n = 190,000). AID 862;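 active = inhibition above the mean inhibition across all screened compounds plus 3 SD, cut at about 44% in these data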;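 note: 0% = DMSO only wells and 100% = 100 µM nifuroxazide control wells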
PPARg SRC-1 ag: PPARgamma-driven SRC-1 recruitment agonism; P37231; AID 631; activation, % at 8 µM; actives 0.41% (n = 200,000); PPARgamma-SRC-1 coactivator recruitment biochemical assay; in the data active = activation above about 19%;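 note: 0% = DMSO and 100% = reference agonist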
Target sequence (P37231 whole entry, looked up): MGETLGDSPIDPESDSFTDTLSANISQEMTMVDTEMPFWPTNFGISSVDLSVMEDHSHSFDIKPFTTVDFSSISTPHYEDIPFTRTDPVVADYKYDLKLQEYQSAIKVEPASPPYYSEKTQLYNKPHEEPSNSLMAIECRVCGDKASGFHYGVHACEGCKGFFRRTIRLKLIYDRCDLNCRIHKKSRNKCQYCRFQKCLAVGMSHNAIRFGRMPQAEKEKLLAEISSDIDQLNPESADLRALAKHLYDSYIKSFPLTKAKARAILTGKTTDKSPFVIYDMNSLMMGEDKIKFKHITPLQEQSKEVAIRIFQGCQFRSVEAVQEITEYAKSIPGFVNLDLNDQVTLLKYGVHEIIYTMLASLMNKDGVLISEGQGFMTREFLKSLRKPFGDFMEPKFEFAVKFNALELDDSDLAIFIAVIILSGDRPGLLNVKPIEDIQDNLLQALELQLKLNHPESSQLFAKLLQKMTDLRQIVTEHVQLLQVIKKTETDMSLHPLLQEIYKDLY
TNAP act hi DEA: activators of human TNAP at high phosphate acceptor concentration. purified TNAP, CDP-star luminescence, 1 M DEA, 30 min; stronger effect = higher value; 0 = EDTA background, 1 = DMSO-only activity. activation factor at 20 µM. 200,000 tested, under 10 active. AID 1136;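 active = activation factor at least 2 at 20 µM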
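Control set: EDTA negative control, DMSO positive control / Assay system: human TNAP / Quantity: TNAP 1/800 final / Evaluation: TNAP activation factor scaled between EDTA and DMSO control wells / Measured by: luminescent substrate turnover signal / Compound dosing: one dose, 20 µM / Times: 30 min enzyme reaction at room temperature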
PPARg SRC-2 ag: promotes SRC-2 coactivator recruitment by human PPARgamma. PPARgamma LBD-SRC-2 recruitment, biochemical. actives 0.34% (n = 200,000). AID 1032. activation, % at 8 µM; in the data active = activation above about 22%;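 note: 0% = vehicle and 100% = reference agonist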
bIAP act: increases bovine intestinal alkaline phosphatase activity; activation factor at 20 µM; actives 0.17% (n = 200,000); purified bovine IAP, CDP-star luminescence, 30 min; stronger effect = higher value; fold of DMSO-control signal, blank-subtracted;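 active = activation factor of 2 or more at 20 µM, a signal rise over negative controls twice the positive control's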
STAT1 blocker: inhibitors of IFN-gamma induced STAT1 signaling. actives 0.35% (n = 200,000). NIH 3T3 STAT1-luciferase reporter, luminescence. inhibition, % at 5.5 µM;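 active = inhibition above a set limit, the mean inhibition across all tested compounds plus 3 SD, cut at about 34% in these data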;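 note: 0% = IFN-gamma with DMSO and 100% = IFN-gamma with 300 µM nifuroxazide; values of inactives mirror those of a sister screen read the other way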
STAT3 act: activators of IL-6 induced STAT3 signaling; U3A cells, IL-6 STAT3-luciferase reporter, luminescence; 100% = signal with IL-6 EC80 alone; activation (% of control), % at 5.6 µM; actives 0.91% (n = 190,000);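 active = activation above the screen-wide mean of compound activation plus 3 SD, cut at about 130% in these data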;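 note: 0% = background luminescence of wells with medium and substrate only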
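system = STAT3-luciferase reporter U3A cells | reagent = IL-6 stimulus at 33 ng/mL final | timing = 1 h compound pre-exposure, 6 h IL-6 stimulation, 37 °C | measured by = luminescence | evaluation = % activation versus median of IL-6-stimulated wells | control set = IL-6-only wells as 100% reference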
ROMK mod: human ROMK K+ channel modulation, primary screen. P48048. Tet-inducible ROMK, thallium flux fluorescence; actives lie on both sides. B-score at 10 µM. actives 2% (n = 130,000). AID 1918;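 active = signal ratio slope over the read window, or its plate-corrected B-score, at least 3 SD from the plate mean, either direction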;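 note: B-score of the F/F0 ratio slope over 7 to 12 s after thallium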
Target sequence (P48048 whole entry, looked up): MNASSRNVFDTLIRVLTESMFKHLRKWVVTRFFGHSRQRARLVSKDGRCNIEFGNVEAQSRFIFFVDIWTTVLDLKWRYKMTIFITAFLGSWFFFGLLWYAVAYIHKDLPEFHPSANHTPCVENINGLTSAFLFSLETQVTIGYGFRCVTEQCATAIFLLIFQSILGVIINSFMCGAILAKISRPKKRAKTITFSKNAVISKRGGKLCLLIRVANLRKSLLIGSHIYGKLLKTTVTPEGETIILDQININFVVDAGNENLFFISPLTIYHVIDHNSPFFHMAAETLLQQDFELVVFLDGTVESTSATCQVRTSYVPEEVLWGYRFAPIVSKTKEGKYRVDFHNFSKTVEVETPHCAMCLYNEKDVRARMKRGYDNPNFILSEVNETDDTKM
TR-FRET SRC-2 ct: counter-screen for PPARgamma SRC-2 recruitment agonists: TR-FRET artefact; TR-FRET ratio at 8 µM; stronger effect = higher value; actives 0.4% (n = 200,000); AID 1049; in the data active = TR-FRET ratio above about 2000; note: inactives centre near 1500
PPARg SRC3 recr: PPARgamma-driven SRC-3 recruitment agonism | AID 731 | biochemical PPARgamma/SRC-3 coactivator recruitment assay | P37231 | activation, % at 8 µM | actives 0.26% (n = 200,000); in the data active = activation above about 23%;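 note: 0% = DMSO and 100% = reference agonist; some compounds past the cut are filed as inactive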
Active calls of the source: *; nt = no result given. Random draw from the library, and some 3.7% of all compounds hit somewhere here.

Fields: bIAP inh, STAT3 blocker, PPARg SRC-1 ag, TNAP act hi DEA, PPARg SRC-2 ag, bIAP act, STAT1 blocker, STAT3 act, ROMK mod, TR-FRET SRC-2 ct, PPARg SRC3 recr
> Cc1cccc(C(=O)Nc2nc(C)c(C(=O)Nc3ccc4c(c3)CCC4)s2)c1
    5, -12, -9, 1, -1, 1, -19, 111, nt, 1571, -2
> CC(C)(C)[C@H]1C=C(C(=O)NC2CC2)O[C@@H](OCCCCO)C1
    -9, nt, 12, 1, 0, 1.1, 2, nt, nt, 1502, -2
> CNC(=O)c1ccccc1-c1cn(C)c2ccccc2c1=O
    -11, 2, -2, 1, -1, 1.1, 2, 102, 1.7, 1547, -2
> CCOc1ccccc1Nc1nc(-c2sc(NC(=O)c3ccco3)nc2C)cs1
    0, 17, 0, 1, 2, 1, -13, 89, nt, 1825, 8
> Cc1cccc2sc(N(CCCN(C)C)C(=O)c3cc4ccccc4oc3=O)nc12
    -1, 3, 2, 1, 4, 1, -4, 94, nt, 1493, 4
> COCCNC(=O)c1cn(C)c2ccccc2c1=O
    -7, 6, -2, 1.1, -3, 1.1, -2, 98, nt, 1279, 2
> O=C(NCC1CCCO1)c1onc(CSc2cccc(Cl)c2)c1C(=O)O (stereo unspecified)
    8, 2, -2, 1, 5, 0.9, -1, 99, nt, 1536, 2
> COc1ccc2c(c1OC)C(=O)OC2Nc1ccccn1 (stereo unspecified)
    2, 4, -8, 1, 4, 1, 3, 96, 0.46, 1406, 5
> Cc1cc(NC(=O)CCCOc2ccc(Cl)cc2Cl)no1
    10, 15, 0, 1, -3, 0.9, -5, 92, 0.052, 1531, -1
> O=C1C2CCCN2C(=O)N1CCN1CCN(c2ccccc2)CC1 (stereo unspecified)
    -8, 1, 5, 1, -4, 1.1, -1, 97, 0.9, 1419, 2
> CCN(C(=O)Nc1ccccc1)c1ccccc1
    8, -5, 0, 1.1, -2, 0.9, 4, 105, 0.023, 1506, -3
> CC(C)(C)c1ccc(C(=O)N2CCCN(C(=O)c3ccc(C(C)(C)C)cc3)CC2)cc1
    -7, 6, -2, 1, -8, 1.1, 10, 97, nt, 1651, -2
> O=C(/C=C/c1ccccc1)Nc1ccc2c(c1)C(=O)NC2=O
    -2, 11, 4, 1, 8, 1, -31, 98, 0.4, 1536, 9
> O=C(OC(C(=O)NC1CCCC1)c1ccccc1F)c1ccco1 (stereo unspecified)
    -2, -1, 5, 1, 12, 1, -2, 104, 0.45, 1474, -2
> COC(=O)c1sccc1NC(=O)c1ccc(Br)s1
    12, -50, 43*, 1, 10, 0.9, 10, 150*, 0.68, 1947, 14
> O=C(NC(=S)NCc1ccccc1)c1ccccc1[N+](=O)[O-]
    3, 25, -1, 1.1, 5, 1, 10, 83, 0.0036, 1607, -1
> Cc1nc2ccc(NC(=S)NCCCO)cc2nc1C
    0, 1, 4, 1, -5, 1, -7, 101, -0.28, 1483, 2
> COc1ccc(C2C(C(C)=O)=C(C)N=c3s/c(=C\c4ccc5c(c4)OCO5)c(=O)n32)c(OC)c1 (stereo unspecified)
    nt, 8, 9, nt, 0, nt, 1, 96, -0.046, 1651, 11
> COC(=O)c1ccc(C(=O)OC)c(NC(=O)CN2CCN(c3ccccc3)CC2)c1
    6, 3, -2, 1, -2, 0.9, -6, 103, nt, 1392, -8
> COC(C(=O)Nc1ccc(C(N)=O)cc1)c1ccccc1 (stereo unspecified)
    -7, 2, -7, 1, -3, 1.1, -2, 103, 0.18, 1526, -3
> Cc1c(N(C)C(=O)C23CC4CC(CC(C4)C2)C3)c(=O)n(-c2ccccc2)n1C
    -2, -3, 3, 1.1, 2, 1, 8, 105, -0.2, 1544, 5
> O=C(Nc1ccccn1)c1cccnc1
    14, 5, -1, 1.1, 4, 0.9, 2, 99, nt, 1499, -3
> Cc1cccc(C)c1OCC(=O)Nc1nnc(C2CCCO2)s1 (stereo unspecified)
    -12, -6, 3, 1, 6, 1.1, -7, 108, nt, 1610, 2
> O=C(Nc1ccccc1Cl)N1CCN(c2ccc3nncn3n2)CC1
    7, 12, -1, 1, -1, 0.9, 6, 94, nt, 1435, -7
> CC1=NN(c2nc(-c3ccc(Cl)cc3)cs2)C(=O)C1
    7, 9, 5, 1, 7, 0.9, 7, 98, 0.17, 1565, 9
> Cc1cc(C)nc(Sc2ncnc3sc4c(c23)CCC4)n1
    -4, 3, 14, 1, 2, 1, -4, 99, nt, 1695, -13
> O=C(O)/C(=C/c1ccco1)NC(=O)c1ccccc1
    25, -3, 6, 1, 3, 0.8, -5, 106, -0.063, 1647, -2
> O=C(CN(Cc1ccco1)C(=O)c1ccc(Cl)cc1)Nc1ccc(Cl)c(Cl)c1
    -12, -1, 3, 1, 7, 1.1, -4, 99, 0.0062, 1498, 3
> CCNC(=O)CN1C(=O)NC(CCc2ccccc2)C1=O (stereo unspecified)
    7, 17, 8, 1.1, -4, 0.9, 3, 89, nt, 1406, 11
> CSc1ccc(/C=N/n2c(Cc3ccc(Br)cc3)n[nH]c2=S)cc1
    6, -2, 2, 1, 10, 0.9, -5, 106, -0.04, 1579, 5
> CCOC(=O)C1=C(C)N(C)C(=O)NC1c1c(C)nn(-c2ccc(C)cc2)c1Cl (stereo unspecified)
    -5, 2, 1, 1, 2, 1, -2, 98, -1, 1632, 0
> COc1ccc(-n2nc([N+](=O)[O-])c(=NCCC3=CCCCC3)n2O)cc1
    10, -11, -4, 0.9, 9, 0.9, -13, 109, nt, 1452, 2
> O=C(CSCc1c(F)cccc1Cl)NCc1ccco1
    18, 11, 1, 1, 3, 0.8, 5, 94, nt, 1571, 2
> Cn1c(SCC(=O)NC2CC2)nnc1-c1cccc(NC(=O)c2ccccc2F)c1
    -3, 6, 0, 1, 2, 1, 2, 98, nt, 1675, 0
> CCc1ccccc1NC(=O)CSC1=C(C#N)C(c2ccc3c(c2)OCO3)C2=C(CCCC2=O)N1 (stereo unspecified)
    -17, 5, 18, 1, 15, 1.2, 3, 97, nt, 1693, 14
> Cc1cc(C)c2cc(C#N)c(N3CCCC3)nc2c1
    -4, 7, -2, 1, -2, 1, 0, 98, 0.12, 1204, -12
> CCOC(=O)c1ccc(NC(=O)c2ccc(CN3CCOCC3)cc2)cc1
    0, 68*, 0, 1, 7, 1, 7, 45, -2.1, 1588, 14
> Cc1cccc(OP(=O)(Nc2c(C)n(C)n(-c3ccccc3)c2=O)Oc2cccc(C)c2)c1
    15, 5, 5, 1, 8, 0.8, 8, 98, -0.87, 1587, 2
> COc1ccccc1C(=O)N1CCN(c2ccccn2)CC1
    -1, 11, 3, 1, 0, 1, 2, 98, -0.29, 1600, -1
> COCCCn1c(Cc2csc(Nc3ccc(F)cc3)n2)nnc1SCC(N)=O
    10, 2, -3, 1, 2, 0.9, 5, 103, -2.4, 1690, -5
> O=C(c1ccccc1F)N1CCN=C1c1ccccc1
    1, 5, 0, 1.1, -2, 1, 2, 97, -0.21, 1557, 0
> Cn1c(=N)n(CC(O)c2ccccc2)c2ccccc21 (stereo unspecified)
    27, -17, 2, 1, 16, 0.7, 2, 121, -0.29, 1581, 6
> CCSc1nnc2n(N)c(=O)c3ccccc3n12
    11, 13, 10, 1, 6, 0.9, -5, 97, nt, 1558, 7
> O=S(=O)(CCOc1ccccc1)c1nc2ccccc2[nH]1
    -2, 6, 2, 1, 8, 1, 3, 98, nt, 1735, 8
> O=C(COC(=O)c1ccc2ccccc2n1)Nc1ncc(C(F)(F)F)cc1Cl
    12, -3, -3, 1.1, -1, 0.9, 10, 107, -0.33, 1530, 4
> CNc1nc(Oc2ccccc2C(=O)OC)nc(SC)n1
    13, 2, -3, 1, -1, 0.9, 9, 100, 0.035, 1570, -27
> COC(=O)CSc1nnc(-c2sc3ccccc3c2Cl)o1
    -6, 14, 3, 1, 14, 1.1, 18, 94, 0.077, 1711, 14
> O=C(Nc1ccccc1C(=O)NCCN1CCOCC1)c1ccc(Cl)cc1Cl
    -5, -2, 0, 1, 4, 1.1, 8, 104, 1.1, 1495, 1
> C=CCn1c(N)c(C(=O)NCc2cccnc2)sc1=S
    13, 7, 7, 1.1, 11, 0.9, 1, 93, -0.057, 1642, 2
> COCCCNC(=O)c1ccc(-n2nc(C(F)(F)F)cc2-c2cccs2)cc1
    -2, 9, 10, 1, 4, 1, 0, 91, -0.18, 1285, 2
> COc1ccc(C(=O)NC(CC(C)C)C(=O)O)cc1OC (stereo unspecified)
    -10, 3, 3, 1.1, 2, 1.1, 8, 103, 0.98, 1292, -5
> CC(C)(C)NC(=O)C(c1ccsc1)N(CCc1ccccc1)C(=O)Cn1nnc2ccccc21 (stereo unspecified)
    -3, 16, 2, 1.1, 2, 1, 2, 95, nt, 1582, 9
> c1ccc(-c2cn3nc(-c4ccccc4)cnc3n2)cc1
    -2, 9, 2, 1, 5, 1, -60, 91, nt, 1427, 3
> Cc1nnc(SCC(=O)Nc2ccc(N3CCOCC3)cc2)o1
    4, 3, 4, 1.1, 12, 1, 0, 100, nt, 1443, 15

Marked active in STAT3 act, among the entries above:
Compound	bIAP inh	PPARg SRC-1 ag	TNAP act hi DEA	PPARg SRC-2 ag	bIAP act	STAT1 blocker	STAT3 act	ROMK mod	PPARg SRC3 recr
COC(=O)c1sccc1NC(=O)c1ccc(Br)s1	12	43*	1	10	0.9	10	150*	0.68	14

Screens deposited in PubChem BioAssay by several laboratories.
